DAX1 inh-1: inhibits human nuclear receptor DAX1. P51843. HEK293 Gal4-DAX1 luciferase reporter, luminescence. inhibition, % at 6.75 µM. 340,000 compounds, 0.99% hits. AID 504766;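 active = inhibition above the mean over all tested compounds plus 3 SD, cut at about 4.2% in these data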;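 note: 0% = DAX1-transfected cells with DMSO and 100% = empty-vector control cells with DMSO; inhibition shows as a rise in luminescence from relieved DAX1 repression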
Target sequence (P51843 207-470 limits assumed): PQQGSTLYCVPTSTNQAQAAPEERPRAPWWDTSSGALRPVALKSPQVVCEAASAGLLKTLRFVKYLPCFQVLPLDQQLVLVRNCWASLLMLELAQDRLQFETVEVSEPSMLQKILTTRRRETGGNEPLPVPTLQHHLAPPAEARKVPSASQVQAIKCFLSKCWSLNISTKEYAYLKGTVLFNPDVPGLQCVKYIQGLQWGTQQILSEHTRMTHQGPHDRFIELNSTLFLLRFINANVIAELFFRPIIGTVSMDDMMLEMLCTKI
ADAM17 inh: ADAM17 inhibition, QFRET primary screen; inhibition, % at 6.95 µM; P78536; AID 720648; recombinant ADAM17, EDANS/DABCYL FRET peptide cleavage; 370,000 compounds, 0.83% hits;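 active = inhibition above the mean of compounds lying between control limits plus 3 SD, set per campaign, cut at about 8.5% in these data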;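 note: 0% = DMSO-only wells as the low control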
Target sequence (P78536 215-824 limits assumed): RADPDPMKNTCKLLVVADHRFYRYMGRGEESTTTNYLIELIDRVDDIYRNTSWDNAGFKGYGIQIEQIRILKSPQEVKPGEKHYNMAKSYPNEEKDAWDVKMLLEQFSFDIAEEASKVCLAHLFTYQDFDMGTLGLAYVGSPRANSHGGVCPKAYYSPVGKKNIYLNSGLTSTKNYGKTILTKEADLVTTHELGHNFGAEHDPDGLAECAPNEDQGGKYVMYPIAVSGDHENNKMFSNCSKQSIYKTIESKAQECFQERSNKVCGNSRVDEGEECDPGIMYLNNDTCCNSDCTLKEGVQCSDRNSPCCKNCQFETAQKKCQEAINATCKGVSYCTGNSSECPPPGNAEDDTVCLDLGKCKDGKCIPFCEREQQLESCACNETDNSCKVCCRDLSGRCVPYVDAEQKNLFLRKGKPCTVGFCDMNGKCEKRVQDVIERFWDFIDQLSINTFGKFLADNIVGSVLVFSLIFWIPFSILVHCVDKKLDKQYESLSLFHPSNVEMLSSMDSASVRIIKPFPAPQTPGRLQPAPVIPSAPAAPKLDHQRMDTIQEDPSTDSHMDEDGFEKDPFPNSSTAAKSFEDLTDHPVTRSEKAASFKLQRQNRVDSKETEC
ADAM10 inh: inhibitors of human ADAM10; O14672; recombinant ADAM10, EDANS/DABCYL FRET peptide cleavage, 3 h; inhibition, % at 7 µM; 370,000 compounds, 0.62% hits; AID 720582;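 active = inhibition above a per-campaign cutoff equal to the mean of compounds falling between control-based bounds plus 3 SD, cut at about 20% in these data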;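 note: 0% = DMSO wells while the 100% control is not disclosed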
GC-A act: GC-A (human) enzyme activation; activation, % at 10 µM; 370,000 compounds, 0.14% hits; HEK293 GC-A cells, cGMP TR-FRET, EC30 ANP; 0% at EC30 ANP, 100% saturating ANP; AID 1671463; P16066; in the data active = activation above about 40%
hcDAF-12 act: activators of H. contortus DAF-12 nuclear receptor; HEK293 hcDAF-12 lit1-tk-luc reporter, luminescence; 0% DMSO, 100% Δ7-dafachronic acid; activation, % at 6.8 µM; 370,000 compounds, 1.4% hits;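 active = activation above the mean of all tested compounds plus 3 SD, cut at about 5.5% in these data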;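 note: 100% = response to 3 µM Δ7-dafachronic acid high control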
DAX1 inh-2: inhibitors of DAX1 repression of SF-1 activated StAR promoter; AID 652010; 370,000 compounds, 1.1% hits; inhibition, % at 6.8 µM; HEK293T StAR-luciferase reporter, SF-1/DAX-1 repression relief;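 active = inhibition above the mean over all tested compounds plus 3 SD, cut at about 3.6% in these data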;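 note: 0% = DAX-1 cells with DMSO and 100% = cells lacking DAX-1 with DMSO; higher inhibition means more luminescence from relief of DAX-1 repression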
FXN GAA850 act: frataxin GAA850 promoter activation; activation, % at 6 µM; HEK293 lucGAA850 FXN promoter luciferase reporter, 24 h; percent of 10 µM SAHA response; 360,000 compounds, 0.56% hits;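 active = activation above the average of all compounds screened plus 3 SD, cutoff fixed separately per campaign, cut at about 7.5% in these data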;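 note: 0% = DMSO wells and 100% = 10 µM SAHA wells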
hgDAF12 agonist: agonists of H. glycines DAF-12 nuclear receptor; activation, % at 6.8 µM; 370,000 compounds, 1.8% hits; AID 687014; HEK293 GAL4-hgDAF12 UAS-luciferase reporter, agonist luminescence; normalized to butyrate control;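 active = activation above a cutoff set at the mean of all screened compounds plus 3 SD, cut at about 10% in these data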;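 note: 0% = DMSO wells and 100% = sodium butyrate wells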
PG9 Ab binder: PG9 antibody binding by small molecule; 360,000 compounds, 0.43% hits; inhibition, % at 6.7 µM; TR-FRET gp120-PG9 antibody binding; in the data active = inhibition above about 8.5%
ssDAF-12 act: activators of S. stercoralis DAF-12 nuclear receptor; activation, % at 6.8 µM; 370,000 compounds, 1% hits; HEK293 ssDAF-12/GRIP1 lit1-tk-luc reporter, luminescence; % of 3 µM dafachronic acid response;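 active = activation above the mean over all tested compounds plus 3 SD, cut at about 0.9% in these data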;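 note: 0% = DMSO-only wells and 100% = 3 µM delta7-dafachronic acid wells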
SMARCA2 activ: increases SMARCA2 function in MMTV reporter cells; MG213 cells, MMTV-luciferase reporter, dexamethasone, overnight; activation, % at 9.1 µM; 370,000 compounds, 1% hits; in the data active = activation above about 7.8%;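 note: 0% = vehicle wells and 100% = reference activator wells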
* = called active by the depositor; / = no result given.

SMILES	DAX1 inh-1	ADAM17 inh	ADAM10 inh	GC-A act	hcDAF-12 act	DAX1 inh-2	FXN GAA850 act	hgDAF12 agonist	PG9 Ab binder	ssDAF-12 act	SMARCA2 activ
CC1(O)CC(=O)N(c2ccccc2)O1 (stereo not drawn)	-0.6	0	-2	3	0.7	0.8	-0.1	0.8	1.2	-0.8	0
COCCNC(=O)Cn1c(=O)n(CCC(=O)NCCc2ccccc2)c(=O)c2ccccc21	0.7	-3	1	0	0.7	0.2	0.7	0.0	-0.6	-1.1	1
Cc1ccc(Oc2ncccc2CO)cc1	0.7	0	4	2	-1.6	-0.1	-0.2	1.2	0.2	-1.6	-2
CCC(=O)N(CCCN(C)C)c1nc(-c2cc(OC)ccc2OC)cs1	0.8	-3	-8	-1	-0.2	1.1	-0.4	0.3	-0.9	-1.4	0
COc1cc(C(=O)Nc2nc(-c3cccs3)cs2)cc(OC)c1OC	-2.1	3	0	10	-5.0	-1.1	-3.2	-4.6	0.0	-2.4	-4
O=C(Nc1ccc(Cl)cc1)N[C@@H]1CC[C@H](CCNS(=O)(=O)c2ccccc2F)O[C@@H]1CO	/	-2	-3	-2	0.4	-0.5	/	-0.6	-0.3	-1.4	-2
Cc1cc(NS(=O)(=O)c2ccc(NC(=O)CSc3nnc(-c4ccncc4)n3-c3ccccc3)cc2)nc(C)n1	/	3	1	0	-3.6	0.6	/	0.1	/	-1.7	-3
Cc1ccc(C)n1-c1nn(S(=O)(=O)c2ccccc2)c2cccc(F)c12	/	3	12	-6	1.1	0.7	2.0	-0.6	-1.0	-1.0	-3
Cc1ccc(-c2nc(CN3CCCC(C(=O)N4CCOCC4)C3)c(C)o2)cc1 (stereo not drawn)	0.3	-2	-11	7	0.4	0.2	2.8	2.1	-0.8	-1.0	0
COc1ccc(N2CC(O)=C(c3nc(-c4ccccc4)cs3)C2=N)cc1	-0.8	-2	1	1	0.8	-0.1	-0.2	2.0	0.2	-1.0	-4
COc1cc2ncnc(NCc3cccc(Cl)c3)c2cc1OC	-0.2	0	-3	18	-3.3	-0.1	3.4	-3.2	-2.0	-1.7	-8
Cc1ccc(NC(=O)COC(=O)c2ccc(S(=O)(=O)N3CCCCC3)cc2)cc1	-0.2	1	-5	-1	0.3	1.7	0.0	-1.1	1.3	-1.4	2
Cc1sc(NC(=O)CCC(=O)O)c(C(N)=O)c1-c1ccccc1	-0.9	0	-3	3	0.0	1.0	1.9	3.1	-1.1	-0.7	3
O=C(O)COc1ccc(Cl)cc1C1CCCCC1	0.0	-4	-1	-1	0.4	0.2	0.5	1.1	-6.5	-0.7	3
CN1CCN(c2ncnc3c2ncn3[C@H]2CN(Cc3ccc(-c4ccccc4)cc3)C[C@@H](CO)O2)CC1	/	-1	-9	2	-1.2	-2.1	-4.0	-0.4	-0.3	-1.5	-5
CSc1ccccc1OCc1cc(C(=O)NC2CCc3ccccc32)no1 (stereo not drawn)	0.1	-1	-6	-3	7.6*	-0.9	-1.7	0.0	-1.4	-0.5	-1
Cc1c(CN2CCCC(C(=O)c3cccc(OC(C)C)c3)C2)c(=O)n(-c2ccccc2)n1C (stereo not drawn)	-0.1	-2	1	-3	-1.4	-0.6	-3.2	-1.0	-1.1	-1.6	2
[O-][n+]1ccc(OCc2ccccc2)cc1	-0.4	-7	3	0	-1.1	0.0	1.3	-0.2	-2.4	-1.2	-2
Nc1c(C(=O)CSc2nc3ccccc3o2)c(=O)[nH]c(=O)n1C1CC1	-1.7	-1	-12	0	-1.6	4.4*	-5.8	-6.2	0.5	-1.3	0
Cc1ccc(C)c(NC(=O)COC(=O)c2ccc3ccccc3n2)c1	1.2	-7	-13	-4	0.4	0.6	3.0	1.0	-0.3	-0.4	1
O=C(Nc1nnc(Cc2ccc(F)cc2)s1)Nc1ccccc1F	0.9	1	0	5	0.1	-0.3	0.9	-1.3	-0.6	-0.8	-1
CCOC(=O)CC[C@@]1(C(=O)OCC)C[C@@H](CC(=O)NCc2cccs2)C(=O)N2CCCC=C21	/	-2	-6	-2	-1.8	-0.2	/	-3.4	/	-1.0	-3
O=C(COc1ccc(F)cc1)NC1CC1	2.6	0	2	1	0.1	-0.3	2.3	2.7	-1.9	-0.9	1
Cc1cccc(-n2c(-c3ccncc3)n[nH]c2=S)c1	-0.4	0	-3	-2	-1.1	1.4	0.2	-0.2	0.9	-1.6	-1
COC(=O)[C@]12CCCCC=C1N(Cc1ccccc1)C(=O)[C@H](CC(=O)NCC1CCCCC1)C2	/	-1	8	2	0.1	-0.4	/	-1.6	-0.2	-1.2	-1
Cc1ccc2c(c1)N(CC(=O)N1CCCc3ccccc31)C(=O)C(C)O2 (stereo not drawn)	0.7	2	-5	-6	2.0	-1.0	-0.7	3.0	-3.8	-0.8	4
O=C(Nc1cc(F)ccc1F)C1CCN(S(=O)(=O)c2cccc3nonc23)CC1	-1.8	4	0	-4	-1.6	0.0	-1.8	3.0	-2.2	-0.9	-2
COc1ccc(CCNC(=O)CNCCc2ccc(F)cc2)cc1	2.2	-3	-8	0	1.4	-0.1	1.9	-0.5	-0.6	-1.2	0
C#CCNC(=O)C1=C[C@@H](c2csc3ccccc23)C[C@@H](OCc2ccc(CO)cc2)O1	-1.1	-1	-3	5	-0.3	-0.2	1.4	-1.7	-0.5	-1.6	0
COCCCNC(=S)N/N=C/c1ccc(O)cc1	0.1	-2	-5	3	-0.5	-0.4	-1.3	4.8	-0.9	-0.5	2
COc1ccccc1C(=O)NC(=O)COC(=O)Cn1cnc2c1c(=O)n(C)c(=O)n2C	0.7	-2	-10	-1	1.8	0.3	5.6	2.0	0.8	-1.0	-2
O=C(NCc1ccccc1F)c1ccncc1	-0.6	-1	0	-8	-1.0	-0.1	1.8	-1.6	-0.4	-1.1	-3
CCN(CC)S(=O)(=O)c1cccc2nsnc12	0.8	5	15	1	-0.3	0.1	-2.1	0.6	-2.4	-1.1	-5
CCN(CC)CCNC(=O)CS(=O)Cc1nc(-c2ccccc2Cl)oc1C (stereo not drawn)	-0.2	-3	-14	-1	0.8	-0.4	-2.1	1.5	0.8	-1.7	1
COc1ccc(S(=O)(=O)N2CCCC2CNC(=O)C(=O)NCc2ccco2)cc1 (stereo not drawn)	-1.2	-2	-6	3	-2.1	0.1	-1.5	0.1	-1.2	-1.2	-2
Nc1ccn([C@@H]2O[C@H](C(=O)N[C@H](Cc3ccccc3)C(=O)NCC(F)(F)F)[C@@H](O)[C@H]2O)c(=O)n1	/	-2	-2	4	-0.9	0.5	/	-0.4	-1.0	-1.3	0
COCCn1c(=NC(=O)CSCC(=O)N2CCOCC2)sc2cc(C)ccc21	0.2	-2	-4	0	2.4	-1.2	-2.8	-3.2	1.1	-0.7	0
CCc1ccccc1N1CN(Cc2cccnc2)CNC1=S	0.8	-4	4	2	-0.6	0.6	0.5	0.2	-0.5	-1.7	-2
CCOC(=O)N1CCN(S(=O)(=O)c2ccc(C(=O)Nc3sc4c(c3C(N)=O)CC(C)(C)NC4(C)C)cc2)CC1	1.0	1	-28	-2	0.0	-1.1	1.3	-1.0	-2.2	-1.3	0
Cc1ccc(C(=O)N(C)CC(=O)Nc2ccc(Cl)c(C(F)(F)F)c2)cc1S(=O)(=O)N1CCCCC1	-1.1	4	6	-3	-0.4	-0.7	0.6	0.9	0.1	-1.5	-4
COc1ccc(C(=O)Nc2ccc(S(=O)(=O)N3CCc4ccccc43)cc2)cc1	-3.6	9.2*	19	-10	-2.8	-3.8	-4.2	-6.7	0.3	-2.3	-6
C/C(=N\NC(=O)C1CCCN(S(=O)(=O)c2ccccc2)C1)c1ccncc1 (stereo not drawn)	-1.8	3	7	-2	-2.9	0.0	0.5	1.1	0.0	-1.3	-1
COC(=O)c1ccc(C)c(NC(=O)Cn2cnc3ccccc3c2=O)c1	0.3	3	-8	2	0.5	0.6	1.8	1.4	-1.6	-1.7	-2
CC1=CC2=NCC(O)CN2C=C1 (stereo not drawn)	-0.1	-14	-41	0	-0.3	-0.1	-2.4	-1.1	0.2	-1.3	-2
O=C(NC1CCCC1)C1C(c2ccc(C(F)(F)F)cc2)=Nc2ccccc2N1C(=O)c1cc2ccccc2[nH]1 (stereo not drawn)	/	-13	-43	-4	4.2	1.3	/	9.5	-0.2	0.5	-1
CS(=O)(=O)Nc1ccc(N2CCCCC2)c(Cl)c1	-0.9	-1	-3	4	-0.6	-1.4	-2.8	-1.1	-3.4	-1.9	-3
CCOC(=O)c1ccc(P(=O)(c2ccccc2)c2ccccc2)cc1	1.1	-1	7	1	0.0	-0.4	4.0	-2.9	0.0	-0.7	-1
Cn1c(=O)[nH]c(=O)c2c1nc(NCCCn1ccnc1)n2Cc1ccccc1	-1.1	0	2	-1	-2.1	1.0	0.9	-0.6	-1.9	-1.1	0
COc1ccc(NC(=O)CSc2ncnc3c2cnn3Cc2ccccc2)cc1	1.4	6	9	3	-1.3	-1.0	-1.5	1.3	-4.1	-1.3	-4
C=CCNC(=O)/C(C#N)=C/c1ccc(C(=O)O)cc1	0.9	-8	-4	2	-0.4	-0.1	1.2	-2.8	-1.3	-1.2	-2
CCCCn1c2ccc(C)cc2c2nnc(SCCN3CCCCC3)nc21	-0.3	-2	-1	11	-2.5	-0.4	0.6	-0.7	-0.5	-1.6	2
COc1cccc(CN2CCN(CC(=O)Nc3ccccc3Cl)CC2)c1	0.6	-2	-1	1	-2.3	-1.4	-1.1	-1.9	-1.0	-0.9	1
O=C(COC(=O)c1n[nH]c2ccccc12)NCc1ccccc1	-0.2	-4	-1	-2	0.2	0.4	-0.5	2.3	-0.6	-1.2	-2
O=C(CCNC(=O)C1CCN(S(=O)(=O)c2ccccc2)CC1)NCc1ccc(Cl)cc1Cl	0.3	3	7	1	-1.8	-0.8	0.1	-2.2	1.1	-1.7	-4
Cc1ccc(C(=O)CSc2nnc(-c3ccccc3N)n2C)cc1C	-0.6	-7	-10	-11	0.3	-0.3	2.0	1.1	0.5	-0.4	-4

Looked up by structure from above (four):
SMILES	DAX1 inh-1	ADAM17 inh	ADAM10 inh	GC-A act	hcDAF-12 act	DAX1 inh-2	FXN GAA850 act	hgDAF12 agonist	PG9 Ab binder	ssDAF-12 act	SMARCA2 activ
O=C(CCNC(=O)C1CCN(S(=O)(=O)c2ccccc2)CC1)NCc1ccc(Cl)cc1Cl	0.3	3	7	1	-1.8	-0.8	0.1	-2.2	1.1	-1.7	-4
CCc1ccccc1N1CN(Cc2cccnc2)CNC1=S	0.8	-4	4	2	-0.6	0.6	0.5	0.2	-0.5	-1.7	-2
Cc1ccc(-c2nc(CN3CCCC(C(=O)N4CCOCC4)C3)c(C)o2)cc1 (stereo not drawn)	0.3	-2	-11	7	0.4	0.2	2.8	2.1	-0.8	-1.0	0
CS(=O)(=O)Nc1ccc(N2CCCCC2)c(Cl)c1	-0.9	-1	-3	4	-0.6	-1.4	-2.8	-1.1	-3.4	-1.9	-3
